Bioassay records (PubChem)
MBD2 inh – inhibitors of human MBD2 binding to methylated oligonucleotide; Q9UBB5; TR-FRET; inhibition, % at 4.4 µM; 370,000 compounds, 0.31% hits; AID 686964; in the data active = inhibition above about 13%
Target sequence (Q9UBB5 whole entry, looked up): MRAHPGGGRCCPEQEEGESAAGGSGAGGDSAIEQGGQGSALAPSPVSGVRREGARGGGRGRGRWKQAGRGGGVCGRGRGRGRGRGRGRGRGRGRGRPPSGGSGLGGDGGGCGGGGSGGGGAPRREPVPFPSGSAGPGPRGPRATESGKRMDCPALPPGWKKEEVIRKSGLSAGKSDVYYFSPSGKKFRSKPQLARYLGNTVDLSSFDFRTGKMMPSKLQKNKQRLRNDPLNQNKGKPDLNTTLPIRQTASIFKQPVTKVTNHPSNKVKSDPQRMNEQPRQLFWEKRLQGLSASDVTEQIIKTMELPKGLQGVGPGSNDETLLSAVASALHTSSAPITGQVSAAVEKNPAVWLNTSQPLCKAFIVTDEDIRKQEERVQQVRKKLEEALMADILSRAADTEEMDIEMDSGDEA
PRMT1 FP inh – inhibitors of human PRMT1; Q99873; recombinant PRMT1, activity-based probe fluorescence polarization; inhibition, % at 2.79 µM; 370,000 compounds, 1.3% hits;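 active = inhibition above about 21% made by adding two undisclosed values, limit read from the data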
NPR2 activator – GC-B (human) receptor activation | P20594 | HEK293-GC-B cells, CNP EC30, cGMP TR-FRET; 0% at EC30 CNP, 100% saturating CNP | activation, % at 10 µM | 370,000 compounds, 0.11% hits | AID 1920062;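 active = activation at 10 µM reaching about 35% in either raw or pattern-adjusted values, limit read from the data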
HTRA1 inhibitor – inhibitors of human serine peptidase HTRA1; Q92743; recombinant HTRA1, FP-rhodamine activity-based probe, fluorescence polarization; inhibition, % at 5.96 µM; 340,000 compounds, 0.5% hits; AID 504803; in the data active = inhibition above about 36%;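 note: 0% = enzyme with DMSO and 100% = wells lacking enzyme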
SIAE primary – blocks human sialic acid acetylesterase. Q9HAT2. SIAE FP-Rh probe binding, fluorescence polarization. inhibition, % at 9.66 µM. 370,000 compounds, 0.69% hits;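 active = inhibition above a cutoff: mean of compounds within the control limits plus 3 SD of those, cut at about 17% in these data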;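 note: 0% = plate median of compound wells and 100% = probe without SIAE protein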
UHRF1 binding – human UHRF1 methylated DNA binding inhibitors | Q96T88 | UHRF1 binding to methylated oligo, TR-FRET | 370,000 compounds, 0.75% hits | inhibition, % at 4.4 µM | AID 687016; in the data active = inhibition above about 21%;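 note: UHRF1 SRA domain binding a hemimethylated CpG hairpin DNA probe; 0% = median of test compound wells and 100% = reference inhibitor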
NPR1 activator – GC-A (human) enzyme activation; P16066; HEK293 GC-A cells, cGMP TR-FRET, EC30 ANP; 0% at EC30 ANP, 100% saturating ANP; activation, % at 10 µM; 370,000 compounds, 0.14% hits; AID 1671463; in the data active = activation above about 40%
TCR-CD3 inh – inhibitors of human TCR-CD3 interaction. inhibition, % at 9.4 µM. TAMRA-labeled TCR probe fluorescence, biochemical. 360,000 compounds, 0.37% hits; in the data active = inhibition above about 19%;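 note: recombinant mutant TCR 2C K166C tagged with TAMRA read by polarization; 0% = receptor in buffer alone and 100% = receptor with positive control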
mABHD4 FP – inhibitors of mouse ABHD4 | purified mABHD4, FP-Rh probe fluorescence polarization | 370,000 compounds, 0.54% hits | inhibition, % at 8.92 µM;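 active = inhibition exceeding the mean over every tested compound plus 3 SD, cut at about 30% in these data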;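 note: 0% = plate median of compound wells and 100% = S159A mutant with DMSO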
Target sequence (Q8VD66 whole entry, looked up): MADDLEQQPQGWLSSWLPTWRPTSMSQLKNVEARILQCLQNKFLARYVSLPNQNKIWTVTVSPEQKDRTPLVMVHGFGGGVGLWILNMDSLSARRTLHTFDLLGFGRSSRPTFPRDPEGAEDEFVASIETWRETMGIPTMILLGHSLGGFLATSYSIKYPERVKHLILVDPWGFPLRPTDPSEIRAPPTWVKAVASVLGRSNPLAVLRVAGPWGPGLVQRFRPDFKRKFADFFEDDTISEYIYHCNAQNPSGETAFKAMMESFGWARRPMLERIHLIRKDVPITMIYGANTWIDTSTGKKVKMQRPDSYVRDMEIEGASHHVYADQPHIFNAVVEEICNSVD
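Assay system: wild-type mouse ABHD4 protein; compound: single nominal dose of 8.92 µM, 0.89% DMSO final; schedule: 45 min + 60 min at 25 °C; measured by: FP readout, ex 525 nm / em 598 nm; evaluation: % inhibition of FP-Rh probe binding versus controls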
rCAG binder – r(CAG) repeat RNA binding. 370,000 compounds, 1.3% hits. inhibition, % at 3 µM. TO-PRO-1 dye displacement fluorescence. AID 651821;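 active = inhibition above the plate cutoff, the mean of all test compounds on that plate plus 3 SD, cut at about 35% in these data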;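 note: 0% = DMSO alone and 100% = 100 µM mitoxantrone as full dye displacement; higher means more dye released from RNA so lower well fluorescence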
* = called active by the depositor; / = no result given. The list is partial (hit frequency here may not be typical).

structure	MBD2 inh	PRMT1 FP inh	NPR2 activator	HTRA1 inhibitor	SIAE primary	UHRF1 binding	NPR1 activator	TCR-CD3 inh	mABHD4 FP	rCAG binder
Cc1cccc(C(O)c2ncc(-c3cccc(C(F)(F)F)c3)[nH]2)c1C (stereo unspecified)	-6	-5	-6	/	-5	0	-4	-5	-22	1
O=C(c1cc(Cl)cc(Cl)c1)N1CCC2CC1c1cc(-c3ccc4c(c3)OCO4)ccc12 (stereo unspecified)	3	4	1	3	-6	4	0	-8	6	-1
O=C(OCC#CCSc1nnc(-c2cccc3ccccc23)o1)c1ccc(Cl)c(C(F)(F)F)c1	-3	-4	1	/	1	1	0	/	1	/
COC(=O)c1ccccc1NC(=O)c1cnn2c(C(F)F)cc(C3CC3)nc12	-2	-2	-2	-5	4	0	2	4	-1	3
Cc1ccc(-c2ccnc(-c3ccc(O)cc3)n2)cc1	2	-1	-9	-31	-12	2	1	-2	-28	7
Cc1cc(NC(=O)c2cnccn2)no1	2	9	/	/	-4	-4	/	8	-3	-9
CCCCC(=O)NC(=S)Nc1cc(C(=O)O)ccc1OC	-1	0	-4	4	2	-1	-5	3	-4	0
O=c1c2ccccc2nc(-c2ccc(Br)cc2)n1Cc1ccccc1	1	2	-4	-29	2	-4	-5	3	-9	-4
CCC(C)S(=O)(=O)c1snnc1C (stereo unspecified)	1	-1	-2	4	2	-3	7	-4	8	2
Cc1c(Cl)cccc1-n1ccnc1SCC(=O)O	0	2	0	3	2	-2	1	6	2	1
Cc1cc(C)cc(Oc2nc3ccccn3c(=O)c2/C=C(\C#N)C(=O)NC2CCS(=O)(=O)C2)c1 (stereo unspecified)	-2	-5	-4	/	-1	2	-1	-1	0	6
COc1ccc(OCC(=O)C2CC2)c(C#N)c1	4	2	-1	3	1	3	3	-3	-7	-3
COc1ccc(C(c2c(NC(=O)c3ccco3)sc(C)c2C)N2CCOCC2)cc1OC (stereo unspecified)	2	-5	-4	1	2	0	-19	5	0	5
Cn1c(CNC(=O)c2ccco2)nnc1SCC(=O)Nc1cccc(Br)c1	-2	4	-2	6	-3	1	-1	-6	7	1
CC(C)CCn1c(CN2CC(C)OC(C)C2)nc2c1c(=O)n(C)c(=O)n2C (stereo unspecified)	2	-2	-5	-3	-2	1	-1	-2	-7	-2
O=C(CSc1nc2ccccc2o1)Nc1nncs1	-6	1	-1	-6	4	4	3	-3	1	3
CSc1ncc(C(C)=O)c(C)n1	2	0	5	-5	-1	-1	2	-4	-2	0
O=C(NC1CC1)C1=C[C@H](c2csc3ccccc23)C[C@H](OCCCCO)O1	-4	1	-3	-9	-3	-1	-5	6	-2	-3
CCOC(=O)CC(=O)Nc1cc2ccc(OC)c(OC)c2cc1C(=O)OCC	-8	-1	5	-1	-4	-4	6	0	6	6
O=C(c1ccccc1)c1cc(Cl)ccc1N1C(=O)C=CC1=O	1	91*	-22	-25	8	-4	-56	-3	11	4

Individual results from the list.
Cc1ccc(-c2ccnc(-c3ccc(O)cc3)n2)cc1 in mABHD4 FP → -28
Cc1cccc(C(O)c2ncc(-c3cccc(C(F)(F)F)c3)[nH]2)c1C (stereo unspecified) in UHRF1 binding → 0

Reformatted with each value named: part of the list above
CCCCC(=O)NC(=S)Nc1cc(C(=O)O)ccc1OC
  MBD2 inh: -1 | PRMT1 FP inh: 0 | NPR2 activator: -4 | HTRA1 inhibitor: 4 | SIAE primary: 2 | UHRF1 binding: -1 | NPR1 activator: -5 | TCR-CD3 inh: 3 | mABHD4 FP: -4 | rCAG binder: 0

O=c1c2ccccc2nc(-c2ccc(Br)cc2)n1Cc1ccccc1
  MBD2 inh: 1 | PRMT1 FP inh: 2 | NPR2 activator: -4 | HTRA1 inhibitor: -29 | SIAE primary: 2 | UHRF1 binding: -4 | NPR1 activator: -5 | TCR-CD3 inh: 3 | mABHD4 FP: -9 | rCAG binder: -4

CCC(C)S(=O)(=O)c1snnc1C (stereo unspecified)
  MBD2 inh: 1 | PRMT1 FP inh: -1 | NPR2 activator: -2 | HTRA1 inhibitor: 4 | SIAE primary: 2 | UHRF1 binding: -3 | NPR1 activator: 7 | TCR-CD3 inh: -4 | mABHD4 FP: 8 | rCAG binder: 2

Remaining list, next part.
structure	MBD2 inh	PRMT1 FP inh	NPR2 activator	HTRA1 inhibitor	SIAE primary	UHRF1 binding	NPR1 activator	TCR-CD3 inh	mABHD4 FP	rCAG binder
CCOC(=O)C(=O)NCC(c1cccs1)S(=O)(=O)c1ccc(Cl)cc1 (stereo unspecified)	-7	-1	-1	1	0	-1	-2	8	3	-3
O=C1CCC[C@H]2Cc3nc4cccc(Cl)c4cc3C[C@]23CCCN13	2	3	-14	/	-6	-1	-2	/	3	/
COc1cc(CNn2cnnc2)ccc1OCC(=O)NC(C)(C)C	2	-1	1	5	4	-3	2	-4	3	0
Cc1nc(-c2ccc(S(=O)(=O)N3CCOCC3)cc2)cs1	-2	1	1	2	-5	-1	3	3	10	-5
C=CCNC(=O)CSc1nc2ccccc2c(=O)n1CCc1ccc(OC)c(OC)c1	-1	-3	-1	1	-4	-1	-1	1	-3	-1
CC(C)(C)C(=O)Cn1ncc(N2CCCC2)c(Br)c1=O	1	-3	1	4	6	-3	1	4	8	-1
CC1CCN(C(=O)c2[nH]cnc2C(=O)N(C)CCO)CC1	3	6	-1	/	-3	1	1	-12	8	0
CC(C)(C)c1ccc(S(=O)(=O)N2CCN(C(=O)c3ccc4c(c3)C(=O)N(Cc3ccncc3)C4=O)CC2)cc1	2	3	0	0	-9	-1	-3	-6	-2	3
O=C(Nc1ccc2c(c1)OCCO2)C(c1ccccc1F)n1c(=O)c(-c2cc3ccccc3[nH]2)nc2ccccc21 (stereo unspecified)	-4	0	5	/	-58	-2	7	-6	-49	20
COc1ccc(-c2noc(-c3ccccc3-c3ccccc3)n2)cc1OC	10	-1	-8	-32	-11	1	-17	4	-21	1

Among those listed so far, 2 contain a COOH group.
structure	MBD2 inh	PRMT1 FP inh	NPR2 activator	HTRA1 inhibitor	SIAE primary	UHRF1 binding	NPR1 activator	TCR-CD3 inh	mABHD4 FP	rCAG binder
CCCCC(=O)NC(=S)Nc1cc(C(=O)O)ccc1OC	-1	0	-4	4	2	-1	-5	3	-4	0
Cc1c(Cl)cccc1-n1ccnc1SCC(=O)O	0	2	0	3	2	-2	1	6	2	1

Remaining list, next part.
structure	MBD2 inh	PRMT1 FP inh	NPR2 activator	HTRA1 inhibitor	SIAE primary	UHRF1 binding	NPR1 activator	TCR-CD3 inh	mABHD4 FP	rCAG binder
CC(C)CCC1=NN(C(=O)c2ccco2)C(O)(C(F)(F)F)C1 (stereo unspecified)	-3	4	-1	5	-7	1	-4	-7	-2	-5
NC(=O)c1sc2nc(N3CCCCC3)c3c(c2c1N)CCCC3	1	2	-2	-5	2	0	3	0	8	3
COc1ccc(-n2c(Cc3cccs3)nnc2SCC(=O)Nc2cccc3ccccc23)cc1	-1	-4	-11	/	-6	0	-14	/	-11	4
O=C(NC(CO)(CO)CO)c1coc(=O)c(Br)c1	4	-1	-1	8	4	7	-3	4	3	3
O=C(O)C1CCCCC1C(=O)NCCCN1CCCC1=O (stereo unspecified)	3	-3	-2	7	2	-4	6	-2	-6	3
CC(NC(=O)CSc1nc(C2CC2)n(-c2ccccc2)n1)c1ccco1 (stereo unspecified)	7	3	5	-4	-5	17	-1	-2	2	3
C[C@H](CO)N1C[C@H](C)[C@@H](CN(C)S(=O)(=O)c2cccs2)Oc2ccc(NC(=O)Nc3ccc(C(F)(F)F)cc3)cc2C1=O	-1	1	5	-123	-210	0	1	28*	-111	11
Cc1sc(C(=O)NCc2cccnc2)c2nc(C)n(CC(=O)NCc3cccnc3)c(=O)c12	-4	-1	5	-1	6	-2	5	2	-10	-2
NNc1cc(C(=O)O)ccc1Cl	-1	5	4	2	1	2	2	3	4	4
[O-][n+]1c2ccccc2[n+]([O-])c2cc(O)ccc21	-6	4	-3	28	10	-7	-11	21*	31*	7

Further entries
Below each SMILES: MBD2 inh | PRMT1 FP inh | NPR2 activator | HTRA1 inhibitor | SIAE primary | UHRF1 binding | NPR1 activator | TCR-CD3 inh | mABHD4 FP | rCAG binder
CCOc1ccc2nc(SCC(=O)Nc3ncccn3)[nH]c2c1
    -2 | 0 | -3 | 2 | 0 | 3 | 0 | -2 | 3 | 5
C#CCOCCOCCOCCNc1nc(N2CCN(C(=O)[C@H](CCCCN)n3cc(CC(C)O)nn3)CC2)nc(N2CCN(C(=O)[C@H](Cc3ccc(O)cc3)n3cc(CCO)nn3)CC2)n1 (stereo partly specified)
    1 | 0 | 6 | 2 | 1 | 2 | 2 | 0 | 3 | -5
CC1(C)Oc2ccc3ccc(=O)oc3c2C(/C=N/O)C1=O (stereo unspecified)
    -4 | -2 | 1 | 2 | 1 | 2 | 3 | 5 | 1 | 1
Cc1nnc(C)n1/N=C/c1ccccn1
    0 | -1 | -1 | 0 | -2 | 1 | -4 | -2 | 6 | -1
COc1ccccc1NC(=O)c1cc2ccc(O)cc2o/c1=N\O
    2 | -2 | -6 | -2 | -5 | -2 | 2 | -7 | 16 | 46*
CC(OC(=O)c1nccnc1N)C(=O)Nc1ccc(S(=O)(=O)N2CCCC2)cc1 (stereo unspecified)
    -6 | -2 | 4 | 3 | 0 | -1 | 3 | 7 | 1 | 0
O=C(CN1CC[n+]2c(-c3cccs3)csc21)c1ccc(Br)cc1
    3 | 25* | 1 | -3 | 4 | 4 | 6 | 6 | 9 | 7
COc1ccc(/C=C/C(=O)NCCCN2CCCC2)cc1
    0 | 4 | 3 | 5 | 7 | -3 | 1 | -9 | -5 | 3
Cc1cc(C)n2ncc(/C(N)=N/OC(=O)Nc3ccc(Cl)cc3)c2n1
    -1 | 3 | 2 | / | 6 | 0 | 5 | 0 | 2 | -2
CS/C(N)=N/N=C/c1cc(C)ccc1O
    0 | -3 | -2 | 0 | 4 | -1 | 8 | 2 | 1 | 3
O=C(c1ccccc1NS(=O)(=O)c1cccc([N+](=O)[O-])c1)N1CCCC1
    -4 | -2 | 1 | 2 | -3 | 0 | 2 | 4 | -3 | 10
O=C(COc1ccc(/C=N/NC(=O)c2cccnc2)cc1)Nc1ccccc1
    -3 | -3 | -3 | -6 | 2 | -1 | -2 | 2 | -2 | -3
NC(c1ccccc1)c1csc(Nc2ccc(C(=O)NCCCO)cn2)n1 (stereo unspecified)
    -2 | 4 | -2 | / | -5 | 0 | 1 | -5 | 6 | 1
O=C(CN1CCN(c2cnn(-c3ccccc3)c(=O)c2Cl)CC1)NC1CCS(=O)(=O)C1 (stereo unspecified)
    4 | -1 | 1 | 0 | -2 | 2 | 4 | -7 | -2 | -2
OC(COc1ccc(Cl)cc1)CN1CCN(c2ccccn2)CC1 (stereo unspecified)
    1 | -3 | 4 | -2 | 3 | -3 | 5 | -1 | -1 | -7
CCC(C)(C)n1nnnc1C(c1ccc(Cl)cc1)N1CCN(C)CC1 (stereo unspecified)
    0 | 0 | -5 | -6 | -2 | 5 | -7 | -3 | 7 | -10
CCCN(CCC)CCCNS(=O)(=O)c1ccc2c(c1)oc(=O)n2C
    1 | 3 | -4 | -1 | 7 | 2 | 3 | -9 | 1 | -2
Cc1ccc(NC(=S)N(C)C(c2ccccc2)c2ccccc2)cc1C
    5 | 1 | -4 | -17 | -5 | 9 | -2 | -5 | -4 | 5
Clc1cc(NCc2ccccc2)ncn1
    -4 | -2 | -1 | -1 | 4 | 8 | -2 | -5 | -2 | 1
